# F508del corr: CFTR F508del correction in bronchial cells; AID 720511; CFBE cells, YFP halide quenching; stimulated with forskolin plus potentiator P3; % fluorescence drop versus neutral controls; activity (quench increase), % at 7.58 µM; actives 0.36% (n = 350,000);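 active = mean added fluorescence quench of at least 8% versus neutral control, with both replicates also reaching 8%; inconclusive = only one of the mean or replicate conditions met; inactive = mean below 8% and not both replicates reaching 8%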;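 note: cells transiently co-express mutant CFTR-F508del with the halide-sensitive YFP; corrector assay measuring rescue of mutant channel to the surface after 24 h compound exposure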
# XiGFP reactiv: activators of X-chromosome reactivation in mouse fibroblasts | XiGFP mouse fibroblasts, % GFP-positive cells imaging, 3 d; cells co-treated with 5-aza-dC sensitizer; scaled so ellipticine positive control = 100% | activation, % at 7.58 µM | actives 0.055% (n = 360,000) | AID 743238;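 active = mean normalized replicate activation at least 10% and every replicate at or above 10%; inconclusive = only one of the two criteria met; inactive = mean below 10% and not all replicates reach 10%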;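 note: 0% = median of on-plate neutral control wells and 100% = ellipticine 6 µM median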
#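 Schedule: 3 d treatment, 15 min room-temperature fixation; system: 68-5-11 XiGFP fibroblast line; buffer or medium: DMEM plus 5-aza-dC sensitizer; control set: ellipticine 6 µM positive control; compound: one concentration, pinned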
# ARNT TACC3 PPI: ARNT/TACC3 interaction disruption; Q9Y6A5; AlphaScreen His-ARNT PAS-B/GST-TACC3 binding, luminescence; TACC3 fragment carries E629A point mutation; inhibition, % at 9.99 µM; actives 0.66% (n = 390,000); AID 623870;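 active = mean inhibition of replicates at least 50% and at least half of replicates each reaching 50%; inconclusive = half or more replicates reach 50% but mean below 50%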;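 note: 0% = complete ARNT plus TACC3 wells and 100% = ARNT alone without TACC3; many hits fall short of the cut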
# DENV2 CPE: protects cells from dengue virus 2 cytopathic effect; AID 651640; actives 1.7% (n = 350,000); CPE inhibition, % at 9.99 µM; DENV2-infected cells, cytopathic effect rescue, plate reader; in the data active = CPE inhibition above about 20%, passing the limit was not always enough; inconclusive = no clear call, values can overlap the other calls; tested in BHK-21 cells;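 note: 0% = median of neutral control wells and 100% = median of positive control wells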
# ERp5 inh: inhibitors of human ERp5; actives 0.05% (n = 350,000); AID 651711; inhibition, % at 9.99 µM; ERp5 insulin aggregation, absorbance 650 nm, 90 min;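 active = mean replicate inhibition above about 25%, with every replicate also reaching it, limit read from the data, passing the limit was not always enough; inconclusive = only one of those two criteria met; inactive = neither criterion met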
# Target sequence (Q15084 whole entry, looked up): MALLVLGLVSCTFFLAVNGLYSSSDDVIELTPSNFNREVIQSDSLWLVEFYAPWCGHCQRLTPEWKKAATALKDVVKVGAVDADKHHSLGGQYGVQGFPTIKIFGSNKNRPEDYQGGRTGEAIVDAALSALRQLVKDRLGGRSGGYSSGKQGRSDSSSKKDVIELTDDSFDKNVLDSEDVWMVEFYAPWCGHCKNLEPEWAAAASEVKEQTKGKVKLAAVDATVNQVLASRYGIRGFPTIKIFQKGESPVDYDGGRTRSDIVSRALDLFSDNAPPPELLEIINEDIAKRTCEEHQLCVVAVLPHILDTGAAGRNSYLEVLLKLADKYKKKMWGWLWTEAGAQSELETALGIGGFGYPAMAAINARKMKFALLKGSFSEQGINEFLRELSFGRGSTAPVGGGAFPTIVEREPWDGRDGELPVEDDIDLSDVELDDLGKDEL
# GSIS activator: primary screen for activators of insulin secretion dependent on glucose, INS-1E cells, GLuc reporter luminescence | actives 0.61% (n = 370,000) | INS-1E GLuc reporter insulin secretion, 2-3 h | activation, % at 16.6 µM;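 active = lowest replicate activation of at least 40%, so every replicate reaches that level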;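 note: 0% = median of neutral control wells and 100% = median of IBMX positive control wells; some compounds called inactive have numbers as strong as hits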
# EWS-Fli block: EWS/Fli transcriptional activity inhibition | A673 NR0B1-luciferase reporter, viability-normalised | inhibition, % at 12.6 µM | actives 0.67% (n = 350,000) | AID 651661;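 active = mean inhibition of at least 50% after viability correction, with every replicate also passing that limit; inconclusive = mean reaches 50% but only one of two replicates passes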;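 note: firefly luciferase signal divided by Alamar Blue viability fluorescence both relative to DMSO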
# PAX8 inh HTS: inhibitors of PAX8 transcriptional activity in RMG-I cells | RMG-I TPO-luciferase reporter, SteadyGlo, 24 h | inhibition, % at 12.6 µM | actives 1.2% (n = 360,000) | AID 652154;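 active = mean replicate inhibition at least 60% with every replicate also reaching 60%; inconclusive = only one of the two criteria is met; inactive = mean below 60% and not all replicates reaching 60%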;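 note: luciferase light reporting Pax8 driven TPO promoter activity; plate controls were median of neutral control wells for no effect and mitoxantrone controls for full effect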
# Active calls of the source: *; u = inconclusive; x = not tested or not shown.
# The opening four entries, ahead of the listing:
SMILES,F508del corr,XiGFP reactiv,ARNT TACC3 PPI,DENV2 CPE,ERp5 inh,GSIS activator,EWS-Fli block,PAX8 inh HTS
O=C(NC[C@H]1CC[C@H]2[C@H](CN2Cc2cccc(Cl)c2)O1)C1CC1,1.4,x,x,7.1,10.0,x,5.3,x
COC(=O)C[C@@H]1CC[C@H]2[C@@H](COc3ccc(NC(=O)c4cc(C)on4)cc3C(=O)N2C)O1,2.3,0.1,7.8,10.9,5.7,4.1,4.0,-11.6
CCS(=O)(=O)N1CCCCN2[C@H](CO)[C@@H](c3ccc(-c4ccc(C(=O)N(C)C)cc4)cc3)[C@H]2C1,-0.4,0.1,-16.1,12.8,-1.8,10.8,-23.5,16.9
CC(C)CCOc1ccc(/C=N/N2C(=O)CSC2=S)cc1,0.3,0.2,9.8,-5.0,3.0,14.8,-6.4,-23.3

# The whole of this part (from the top)
SMILES,F508del corr,XiGFP reactiv,ARNT TACC3 PPI,DENV2 CPE,ERp5 inh,GSIS activator,EWS-Fli block,PAX8 inh HTS
O=C(NC[C@H]1CC[C@H]2[C@H](CN2Cc2cccc(Cl)c2)O1)C1CC1,1.4,x,x,7.1,10.0,x,5.3,x
COC(=O)C[C@@H]1CC[C@H]2[C@@H](COc3ccc(NC(=O)c4cc(C)on4)cc3C(=O)N2C)O1,2.3,0.1,7.8,10.9,5.7,4.1,4.0,-11.6
CCS(=O)(=O)N1CCCCN2[C@H](CO)[C@@H](c3ccc(-c4ccc(C(=O)N(C)C)cc4)cc3)[C@H]2C1,-0.4,0.1,-16.1,12.8,-1.8,10.8,-23.5,16.9
CC(C)CCOc1ccc(/C=N/N2C(=O)CSC2=S)cc1,0.3,0.2,9.8,-5.0,3.0,14.8,-6.4,-23.3
O=C(CCn1nc(-c2ccccc2)ccc1=O)N1CCN(c2ccccn2)CC1,x,-0.1,-4.7,x,x,-3.8,x,3.9
COc1ccccc1-c1nnc(SC(C)C(=O)NCC2CCCO2)n1C (stereo not drawn),1.2,0.2,-13.3,3.6,4.3,-3.5,1.2,17.8
CO[C@H]1CN(C)C(=O)c2cc(NC(=O)c3cnccn3)ccc2OC[C@H](C)N(C(C)=O)C[C@@H]1C,-0.6,0.0,9.6,-2.8,-6.1,2.1,2.2,-6.4
CC(C)N1CCC(N2CCN(CC#Cc3ccccc3)CC2CCO)CC1 (stereo not drawn),1.6,0.4,5.7,14.5,-3.4,-4.9,-0.6,6.9
O=C(CN1CCN(c2ccccc2O)CC1)Nc1ccnn1C1CCCC1,-0.1,0.2,7.5,-4.4,4.8,-5.7,5.7,13.2
COc1ccc(-c2c(NC(=O)c3ccco3)n(-c3ccccc3)nc(C)c2=O)cc1,-0.1,0.0,1.6,2.6,0.4,x,14.7,14.5
COc1ccc(CN(C)C[C@@H]2OCCCC[C@@H](C)Oc3ccc(NS(=O)(=O)c4ccc(C)cc4)cc3C(=O)N([C@H](C)CO)C[C@H]2C)cc1,0.5,-0.3,0.3,-3.4,5.0,-19.5,8.1,31.0
Cc1ccc(S(=O)(=O)N(C)C[C@H]2Oc3c(NC(=O)Nc4ccc5c(c4)OCO5)cccc3C(=O)N([C@@H](C)CO)C[C@@H]2C)cc1,2.3,-1.0,-0.6,-1.6,-3.6,-8.5,-14.0,24.7
Cc1ccc(C(=O)OC(C)C(=O)N(C)C2CCCCC2)cc1S(=O)(=O)N1CCCCC1 (stereo not drawn),0.9,0.4,6.1,-1.6,8.6,-46.0,7.0,17.9
O=C(Nc1ccc(Cl)c(S(=O)(=O)N2CCOCC2)c1)c1ccncc1,0.3,0.2,14.1,-5.3,7.3,4.6,3.8,9.2
CC(=O)Nc1ccc(C=NNc2nnc(NN=Cc3ccc(NC(C)=O)cc3)c3ccccc23)cc1,-4.0,-0.1,2.1,-4.8,0.0,3.1,28.9,-13.4
CCC(=O)N1CCN(c2ccccc2NC(=O)COc2cccc(C)c2C)CC1,0.9,0.1,3.2,-6.9,3.5,-44.3,9.3,11.1
CN(C)C(=O)c1cccn(Cc2ccc(C(F)(F)F)cc2)c1=O,2.6,0.0,-12.7,4.1,0.2,-9.2,0.3,1.7
COC(=O)CCN(c1ccccc1)S(=O)(=O)c1cc(-c2cc(C)no2)ccc1OC,2.0,0.2,8.3,u,-1.1,-13.8,x,1.5
C[C@H](CO)N1C[C@H](C)[C@H](CN(C)S(=O)(=O)c2cccs2)Oc2ncc(C#Cc3ccc(C(F)(F)F)cc3)cc2C1=O,-0.7,-0.8,x,x,x,-17.4,6.9,-19.3
CCCn1ncc2c(Nc3ccc(C)c(C)c3)ncnc21,-1.6,0.0,-7.0,-2.5,-0.9,5.9,-154.4,-172.0
O=c1oc([C@@H](O)c2ccccc2)cc2ccccc12,1.0,-0.1,-9.0,-7.1,1.5,19.0,2.3,-44.5
O=S(=O)(Nc1nc2ccccc2s1)c1cnc(Cl)c(Br)c1,-0.8,0.0,-2.2,1.3,5.7,5.9,-1.5,21.6
O=C(NCCc1ccc(Cl)cc1)c1ccc(=O)[nH]c1,-0.8,0.0,-3.8,5.1,-3.8,-8.6,-7.6,10.4
O=C(Nc1ccc(S(=O)(=O)NCC2CCCO2)cc1)C1CC(=O)N(c2ccccc2)C1 (stereo not drawn),-1.6,0.0,-8.0,-5.4,1.7,-4.7,7.5,-1.3
COc1ccccc1S(=O)(=O)N(C)C[C@H]1Oc2ncc(-c3ccc(C)cc3)cc2C(=O)N([C@@H](C)CO)C[C@@H]1C,1.3,-0.5,0.3,-2.3,-3.1,-26.1,7.5,x
CCOC(=O)C1CCCN(c2c(N3CCN(c4ccccn4)CC3)c(=O)c2=O)C1 (stereo not drawn),-1.9,0.0,-20.5,-4.4,-3.5,20.7,7.7,11.3
O=C(O)CCSc1nc2ccccc2n1CCOc1ccccc1,-0.2,x,-1.5,x,1.0,-4.0,-1.5,x
O=C(Nc1ccn(Cc2ccc(Cl)cc2)n1)c1ccccc1,-2.0,-0.1,-2.3,x,-12.6,-13.6,-65.3,-159.9
COc1ccc(CNC(=O)C[C@H]2C[C@H](C(=O)N(C(C)C)C(C)C)[C@@]3(C)c4[nH]c5ccc(Cl)cc5c4CCN3C2=O)cc1OC,-0.2,0.1,3.3,-3.2,2.6,-17.9,3.6,10.2
COC(=O)c1oc2ccccc2c1NC(=O)c1ccccc1O,-0.2,0.0,-4.8,-3.7,-0.3,18.9,2.2,49.5
COc1ccc(NC(=O)N[C@H]2CC[C@@H](CCNC(=O)c3cc(Cl)cc(Cl)c3)O[C@@H]2CO)cc1,2.8,0.8,1.9,-0.2,4.1,-6.9,18.4,-2.3
COCC(=O)Nc1ccc(F)cc1,2.0,0.0,-5.8,-1.6,1.3,12.7,8.9,12.3
CCOC(=O)c1[nH]c(C)c(C(=O)OC)c1C,0.4,0.0,-2.4,1.4,8.0,x,-5.4,-40.2
Cc1ccc(S(=O)(=O)N(C)C)cc1NC(=O)COC(=O)COc1ccccc1[N+](=O)[O-],-1.1,0.1,9.4,-2.7,0.5,5.1,7.3,-11.0
CN(CC(=O)NCCc1ccc(F)cc1)Cc1cccc(Cl)c1,2.4,0.0,-6.0,-5.6,-4.9,-14.8,2.6,10.2
CCc1c(-c2n[nH]c(=S)n2Cc2ccccc2)csc1C,x,0.1,-7.7,x,x,-28.1,x,-4.0
CC(=O)Nc1ccc(S(=O)(=O)N(C)c2ccc(OCCOc3cccc(C)c3)cc2)cc1,x,0.0,1.7,-3.2,0.1,x,5.8,23.4
O=C(c1cccnc1)N1CC[C@@H]2[C@H]1c1cc(C#Cc3cccnc3)ccc1N[C@@H]2CO,-2.0,0.0,5.5,4.5,1.4,3.0,-4.8,-29.0
CC1=NN(c2ccccc2)C(=O)/C1=C\c1cn(C)c2ccccc12,-9.8,-0.1,7.3,2.9,-1.8,3.1,5.9,16.1
C[C@H](CO)N1C[C@H](C)[C@H](CN(C)C(=O)Nc2cc(F)ccc2F)Oc2cc(/C=C/c3ccccc3)ccc2S1(=O)=O,3.2,-0.7,19.9,-1.2,-0.4,22.2,19.1,65.3*
O=C(Nc1nccs1)c1ccc[nH]c1=O,1.5,-0.1,0.6,-3.6,-2.5,-2.9,-56.7,-52.3
O=C(CN(C(=O)c1csnn1)c1cccc(F)c1)NCc1ccc(F)cc1,-1.0,0.0,1.5,-1.8,4.2,6.9,-0.1,-7.0
CC(C)(C)C1CCC(C(=O)OCC(=O)Nc2ccc3[nH]c(=O)[nH]c3c2)CC1 (stereo not drawn),-1.0,0.3,1.9,-2.4,-2.0,11.6,-0.2,8.2
O=S(=O)(Nc1ccc(Br)cc1)c1cccc(NC(=S)NCCN2CCOCC2)c1,-1.9,0.0,3.7,1.8,0.1,-5.6,-3.6,1.3
COCC#Cc1ccc2c(c1)O[C@@H](CN(C)C(=O)CN(C)C)[C@H](C)CN([C@H](C)CO)S2(=O)=O,1.4,-1.0,-0.9,5.5,4.6,-1.0,-4.5,x
O=c1cc(-c2ccsc2)oc2ccc(-c3ccc4cc[nH]c4c3)cc12,5.5,0.1,0.7,x,9.2,5.6,-100.1,-81.3
C=CCN(CC=C)C(=O)c1cc(Cl)ccc1[N+](=O)[O-],-0.6,0.0,5.2,u,7.5,x,-8.1,7.8
Cc1ccc(-c2cc(NC(=O)Cc3c(C)[nH]c4ccccc34)ccc2Nc2cccnc2)cc1,-5.2,0.4,x,5.1,3.1,-8.9,-6.1,16.9
S=C(NCc1ccco1)N1CCOCC1,3.6,-0.1,-1.4,2.8,7.7,0.4,-2.0,-9.5
Cc1noc(C)c1S(=O)(=O)Nc1ccc2c(c1)C(=O)N([C@H](C)CO)C[C@H](C)[C@H](CN(C)Cc1ccc(Cl)c(Cl)c1)O2,-2.6,0.1,8.3,13.9,23.6,-7.5,-3.0,x
COc1cc(/C=N\NC(=O)c2ccccc2F)ccc1Oc1ccc([N+](=O)[O-])cn1,1.1,0.4,2.0,0.3,-6.5,7.7,2.0,23.3
CCCCCCN1C[C@@H](O)[C@H](n2cc(COC(=O)c3ccccc3)nn2)C[C@@H]1c1ccc(OC)cc1,-3.3,0.0,x,-5.6,-4.3,-31.4,-2.7,-22.8
O=C(N/N=C/c1cc(Br)c(Br)o1)c1cc2ccccc2o1,-1.5,0.0,-2.7,8.0,-1.6,-3.7,x,-41.0
COC(=O)[C@@]12C[C@@H](CC(=O)NCCc3ccccc3OC)C(=O)N(Cc3ccc4c(c3)OCO4)C1=CCC(C)(C)C2,5.8,0.0,x,-2.0,6.5,x,-1.0,-9.1
COc1cccc(OC)c1C(=O)OCC(=O)N(C)c1ccccc1,-1.2,-0.1,0.8,1.7,0.1,12.8,0.7,7.0
CCCNC(=O)[C@@H]1[C@@H](CO)[C@@H]2Cn3c(ccc(-c4ccccc4)c3=O)[C@H]1N2C(=O)CC1CC1,0.1,0.5,-2.3,1.6,-0.9,-7.1,1.1,10.6

# From PubChem
